# High-throughput results from PubChem BioAssay.
# TLR4-MyD88 BLA = blocks binding of human TLR4 to MyD88 | inhibition, % at 8.4 µM | 200,000 tested, 0.18% active | HeLa CL3-4 TLR4/MyD88 BLA complementation, FRET ratio | AID 861 | O00206+Q99836; in the data active = inhibition above about 25%;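 also: 0% = vehicle and 100% = reference inhibitor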
# Target sequence (O00206 whole entry, looked up): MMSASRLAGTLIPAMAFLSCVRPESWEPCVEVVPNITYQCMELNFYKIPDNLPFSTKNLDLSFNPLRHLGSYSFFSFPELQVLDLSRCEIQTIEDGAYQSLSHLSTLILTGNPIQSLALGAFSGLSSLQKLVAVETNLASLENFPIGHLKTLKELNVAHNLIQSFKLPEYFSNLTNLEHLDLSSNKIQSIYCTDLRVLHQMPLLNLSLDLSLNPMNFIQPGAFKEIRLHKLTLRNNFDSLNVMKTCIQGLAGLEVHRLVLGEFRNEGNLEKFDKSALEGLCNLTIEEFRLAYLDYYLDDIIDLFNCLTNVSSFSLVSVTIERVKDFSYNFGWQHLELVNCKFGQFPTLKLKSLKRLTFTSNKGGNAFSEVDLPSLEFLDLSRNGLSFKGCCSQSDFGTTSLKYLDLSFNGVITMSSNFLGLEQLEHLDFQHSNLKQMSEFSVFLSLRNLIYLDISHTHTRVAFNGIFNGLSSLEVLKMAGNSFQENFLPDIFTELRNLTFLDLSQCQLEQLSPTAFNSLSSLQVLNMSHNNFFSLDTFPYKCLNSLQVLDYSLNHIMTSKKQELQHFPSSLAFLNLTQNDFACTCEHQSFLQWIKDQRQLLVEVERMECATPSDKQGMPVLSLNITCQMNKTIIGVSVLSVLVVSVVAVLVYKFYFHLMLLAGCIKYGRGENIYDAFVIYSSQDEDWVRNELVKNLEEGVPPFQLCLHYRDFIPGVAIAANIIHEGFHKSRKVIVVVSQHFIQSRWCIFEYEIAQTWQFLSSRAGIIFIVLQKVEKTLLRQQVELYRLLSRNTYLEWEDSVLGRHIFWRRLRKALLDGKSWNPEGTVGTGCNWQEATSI
# Target sequence (Q99836 whole entry, looked up): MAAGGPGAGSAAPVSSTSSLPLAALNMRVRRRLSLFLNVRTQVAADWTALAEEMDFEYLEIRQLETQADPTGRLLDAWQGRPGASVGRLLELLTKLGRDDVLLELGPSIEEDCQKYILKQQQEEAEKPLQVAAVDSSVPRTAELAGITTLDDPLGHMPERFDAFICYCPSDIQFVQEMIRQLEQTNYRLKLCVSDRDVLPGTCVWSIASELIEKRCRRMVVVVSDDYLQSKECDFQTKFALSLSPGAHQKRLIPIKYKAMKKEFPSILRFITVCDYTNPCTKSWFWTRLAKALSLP
# APP 5UTR inh = APP translation inhibition | SH-SY5Y APP 5'UTR-luciferase reporter, luminescence | inhibition, % at 2 µM | 190,000 tested, 0.82% active | AID 1285;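 active = inhibition above a set limit, derived from the sample mean plus 3 SD, cut at about 45% in these data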; also: values of inactives mirror those of a sister screen read the other way
# STAT3 blocker = inhibitors of IL-6 induced STAT3 signaling; 190,000 tested, 0.89% active; U3A cells, IL-6 STAT3-luciferase reporter, luminescence; host cell line lacks STAT1; AID 862; inhibition, % at 5.5 µM;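 active = inhibition above the mean inhibition across all screened compounds plus 3 SD, cut at about 44% in these data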;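 also: 0% = DMSO only wells and 100% = 100 µM nifuroxazide control wells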
# Hsp70 act = switches on Hsp70 transcription; HeLa Hsp70 promoter luciferase reporter, luminescence; scaled: vehicle 0, proteasome-inhibitor control 100%; 200,000 tested, 0.04% active; activation, % at 10 µM; AID 1203;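 active = activation above the mean across all tested compounds plus 3 SD, cutoff set per campaign, cut at about 5.5% in these data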;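 also: 100% = MG132 at 30 µM as the positive control and 0% = DMSO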
# Diaphorase inh = diaphorase inhibition or chemical oxidation counter-screen; diaphorase resazurin-to-resorufin fluorescence, NADH, 16 min; bacterial (C. kluyveri) enzyme, not human; inhibition, % at 20 µM; 190,000 tested, 0.69% active; AID 1217;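 active = primary screen inhibition at 20 µM above a set limit, cut at about 50% in these data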;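 also: plate controls were DMSO with full reaction for no effect and wells lacking NADH for full effect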
#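 Assay system – diaphorase enzyme from Clostridium kluyveri · Amount – diaphorase 0.14 U/mL (working solution) · Times – reaction incubation of 16 min at room temperature · Controls – No-NADH positive control and DMSO neutral control · Signal – resorufin fluorescence 544/590 nm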
# STAT1 activator = activators of IFN-gamma induced STAT1 signaling; NIH 3T3 STAT1-luciferase reporter, luminescence; 100% = IFN-gamma alone, no compound; activation (% of control), % at 5.5 µM; 200,000 tested, 2.6% active;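 active = activation above the screen-wide mean activation plus 3 SD, cut at about 130% in these data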;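 also: raw ratio to IFN-gamma control signal so 100% means no change and 0% no light; values of inactives mirror those of a sister screen read the other way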
# Diaph act CS = activates diaphorase or chemically reduces, flagging diaphorase assay artifacts; Diaphorase/resazurin coupled assay, resorufin fluorescence, 16 min; active compounds read high; 1 = vehicle wells, 0 = NADH-free wells; activation factor at 20 µM; 190,000 tested, 0.005% active; AID 1229;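 active = diaphorase activity raised at least twofold by the compound at 20 µM; inactive = activation factor below 2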
#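 test system = bacterial diaphorase enzyme (C. kluyveri) | quantity = enzyme 0.07 U/mL final | reagent = NADH substrate 0.114 mM plus resazurin dye 0.1 mM, final | incubation = 16 min enzyme reaction, ambient temperature | buffer or medium = HEPES pH 7.4 buffer with MgCl2 and Tween 20 | signal = fluorescence of resorufin, 544 nm excitation, 590 nm emission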
# STAT3 act = STAT3 signaling activation | 190,000 tested, 0.91% active | U3A cells, IL-6 STAT3-luciferase reporter, luminescence; 100% = signal with IL-6 EC80 alone | activation (% of control), % at 5.6 µM;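 active = activation above the screen-wide mean of compound activation plus 3 SD, cut at about 130% in these data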;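 also: 0% = background luminescence of wells with medium and substrate only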
#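 Material: STAT3-luciferase reporter U3A cells; Probe or stimulus: IL-6 (33 ng/mL); Incubation: compound pre-incubation 1 h before IL-6, then 6 h stimulation at 37 °C; Technique: luminescence from STAT3-driven luciferase reporter; Evaluation: % activation versus median of IL-6-stimulated wells; Controls: IL-6-only high control.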
# STAT1 inh = reduces IFN-gamma driven STAT1 reporter signal; NIH 3T3 STAT1-luciferase reporter, luminescence; inhibition, % at 5.5 µM; 200,000 tested, 0.35% active; AID 920;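 active = inhibition above a set limit, the mean inhibition across all tested compounds plus 3 SD, cut at about 34% in these data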;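 also: 0% = IFN-gamma with DMSO and 100% = IFN-gamma with 300 µM nifuroxazide; values of inactives mirror those of a sister screen read the other way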
# G6PDH CS = inhibits Leuconostoc G6PDH, flagging false hits in G6PDH-based assays. Purified L. mesenteroides G6PDH, diaphorase/resazurin coupled fluorescence, 45 min. inhibition, % at 5 µM. 200,000 tested, 0.12% active. AID 1020; in the data active = inhibition above about 50%
# * = called active by the depositor; / = no result given; & = joins results of further samples.
# Second line of a record – STAT3 act, Hsp70 act, STAT1 activator, Diaph act CS, APP 5UTR inh, G6PDH CS, STAT1 inh, Diaphorase inh, STAT3 blocker, TLR4-MyD88 BLA
- CCCCC(c1nnnn1CC1CCCO1)N1CCN(Cc2ccccc2)CC1 (centres undefined)
    100.4, -0.1, 97.8, 0.9, -8.6, -0.3, 4.8, 6.2, 3.3, -2.0
- CC(C)CN(C(=O)COC(=O)CCc1c[nH]c2ccccc12)C1CCS(=O)(=O)C1 (centres undefined)
    112.7, -0.2, 99.5, 1.1, 0.1, 10.0, 0.6, -10.7, -9.7, 1.1
- Cc1cc(NC(=O)CN2C(=O)/C(=C/c3cccc(Br)c3)SC2=S)no1
    105.4, -0.3, 105.9, 1, -4.5, -0.7, -6.7, 1.8, 1.5, -5.6
- O=C(Cc1cccc2ccccc12)NNC(=O)Nc1cccc(Cl)c1
    99.3, -0.3, 101.7, 1, 10.4, 2.7, -1.9, 0.8, 11.0, -13.2
- Cc1ccc(S(=O)(=O)N2c3ccc(S(N)(=O)=O)cc3CC2C)cc1 (centres undefined)
    87.8, -0.3, 95.3, 1, -14.3, 1.0, 5.1, -1.6, 21.3, -1.2
- CCC(C)NC(=O)CC(NS(=O)(=O)c1ccc(NC(C)=O)cc1)C(C)C (centres undefined)
    95.9, -0.1, 100.0, 1, -0.6, 5.1, -1.0, -0.8, 11.4, -11.2
- N#C/C(=N\O)c1nc(-c2ccccc2)cs1
    100.2&115.6, -0.2&-0.3, 105.6&100.0, 0.8&0.8, -4.5&-3.4, 1.5&-1.4, -6.2&-0.1, 15.4&18.5, 4.1&-15.7, -1.6&-0.2
- CCCCC(=O)Nc1ccc(NC(=O)c2cc(OC)c(OC)c(OC)c2)cn1
    98.9, -0.3, 105.1, 0.8, -3.6, 11.1, -5.6, 15.1, 5.0, -1.1
- COc1ccc(Cl)cc1N(CC(=O)N1CCCCC1)S(C)(=O)=O
    99.0, -0.2, 106.2, 0.9, 11.7, 19.4, -8.9, 13.7, 4.6, 12.4
- Cc1ccc2nc(SCC(=O)Nc3ccc(C)c([N+](=O)[O-])c3)[nH]c2c1
    100.8, -0.3, 95.5, 0.8, 14.2, -22.7, 4.9, 18.8, -2.4, 6.7
- Cc1ccc(C(OC(=O)c2ccco2)C(=O)NCc2cccs2)cc1 (centres undefined)
    103.6, -0.2, 99.0, 0.9, 6.1, 8.2, 1.1, 12.9, 2.2, 0.7
- COc1ccc(CCNC(=O)CSc2ccsc2[N+](=O)[O-])cc1OC
    105.9, -0.3, 94.4, 0.9, 1.3, 1.8, 4.9, 8.0, -5.5, -8.6
- CN(CC(=O)Nc1ccc2c(c1)OCCO2)S(=O)(=O)c1cccc2cccnc12
    104.7, -0.3, 105.4, 0.9, -6.1, -2.0, -6.0, 7.5, -0.9, 2.1
- CCOC(=O)C1=C(Cn2cnc3ccccc32)NC(=O)NC1c1ccc(OC)cc1 (centres undefined)
    92.8, -0.5, 102.7, 1, 30.7, 1.7, -0.1, 2.7, 9.6, -1.5
- O=C(Nc1ccc2c(c1)OCCO2)c1ccc2ccccc2n1
    130.3, -0.1, 136.7*, 0.9, -220.2, -1.3, -42.5, 14.2, -23.4, 8.0
- CC(CCc1ccccc1)NC(=O)COc1cc(F)ccc1[N+](=O)[O-] (centres undefined)
    97.9, 0.2, 76.1, 1, -15.1, 9.4, 25.0, -4.6, 7.4, -13.7
- Cn1cc([N+](=O)[O-])c(C(=O)Nc2ccc(-c3nc4ccccc4[nH]3)cc2)n1
    102.6, -0.1, 114.9, 0.8, -50.6, 3.3, -16.3, 19.9, -4.6, -1.7
- CCOC(=O)c1sc(NC(=O)CSc2nnc(-c3ccco3)n2CC)c(C(=O)OCC)c1C
    95.7, -0.2, 86.8, 0.6, -12.5, -57.4, 8.2, 42.1, 8.1, 12.9
- CC(=O)Nc1cccc(/C(C)=N/NC(=O)c2cccc(S(=O)(=O)N3CCOCC3)c2)c1
    97.2, -0.1, 93.4, 0.9, -12.9, -0.5, 7.2, 8.0, 3.2, 5.9
- Cc1cccn2c(=O)c3cc(C(=O)NC(C)C)c(=N)n(Cc4ccncc4)c3nc12
    100.9, -0.3, 105.8, 1.1, 1.3, -30.6, -4.8, -6.5, 5.5, 5.3
- CCCCCNC(=O)c1ccc2c(=O)n(CC3CCCO3)c(=S)[nH]c2c1 (centres undefined)
    102.7, 0.0, 94.3, 1.1, 11.1, 3.0, 5.5, -8.3, 8.9, 3.9
- Cc1cc(=O)oc(C)c1C(=O)NCCc1ccc(F)cc1
    97.8, -0.5, 101.4, 1, -6.3, -4.3, -1.5, 4.4, 6.7, 14.5
- CCOC(=O)c1ccc(NC(=O)N2CCCCC2)cc1
    110.2, 0.5, 117.9, 1, -76.5, -2.2, -19.5, 4.5, -8.3, -4.5
- NC(=O)COC(=O)/C=C/c1ccc2ccccc2n1
    100.0, 0.1, 95.1, 1, -2.3, 8.1, 5.3, 4.7, -0.2, 5.0
- CCCCC1N2CC3([N+](=O)[O-])CN1CC([N+](=O)[O-])(C2)C3(C)C (centres undefined)
    96.9, -0.4, 96.2, 0.9, -4.7, 3.1, 4.2, 8.7, 8.6, -9.4
- COC(=O)c1ccc(Oc2cc(C)nc(NCc3ccccc3)n2)cc1
    96.0, 0.0, 91.1, 0.9, -0.9, 0.2, 9.8, 10.4, 7.3, -4.3
- COC(=O)c1c(C)nc2nonc2c1N
    104.4, -0.2, 97.4, 1, 8.2, 13.0, 3.0, 0.6, 4.5, -10.8
- COc1ccc(-[n+]2c(C)cc(/C=C3\Sc4ccccc4N3C)cc2C)cc1
    28.1, 0.6, 74.3, 1.2, 82.9*, -0.7, 27.8, -18.9, 84.7*, 20.4
- O=C(C1CCC(=O)N1Cc1cccnc1)N1CCN(c2ccc(F)cc2)CC1 (centres undefined)
    95.9, -0.2, 117.7, 0.9, 9.5, 2.0, -19.5, 14.4, 13.3, 4.6
- COC(=O)[C@H](CCSC)NC(=O)NCCc1ccccc1F
    100.8, -0.1, 103.4, 1, -0.2, 5.8, -3.8, 2.0, -0.8, -7.0

# Look-ups from above:
# STAT3 act result of O=C(Cc1cccc2ccccc12)NNC(=O)Nc1cccc(Cl)c1 stands at 99.3
# G6PDH CS result of Cc1ccc2nc(SCC(=O)Nc3ccc(C)c([N+](=O)[O-])c3)[nH]c2c1 stands at -22.7

# (continued)
# Second line of a record – STAT3 act, Hsp70 act, STAT1 activator, Diaph act CS, APP 5UTR inh, G6PDH CS, STAT1 inh, Diaphorase inh, STAT3 blocker, TLR4-MyD88 BLA
- O=C(Nn1cnnc1)c1ccc(F)c(S(=O)(=O)N2CCCCC2)c1
    104.6, -0.1, 119.2, 1.1, 0.1, 1.3, -21.0, -6.2, 0.7, 6.0
- C=C(C)CSc1nc2c(c(=O)[nH]c(=O)n2C)n1CCC(C)C
    107.7, -0.4, 98.0, 0.8, 0.6, -3.8, 2.2, 23.1, 0.0, -9.4
- COCc1nnc(NC(=O)CSc2ccccc2)s1
    104.2, 0.7, 102.6, 0.9, -24.1, 9.4, 0.2, 12.9, -1.9, -7.5
- Cc1ccc(-n2c(-c3cccnc3)n[nH]c2=S)c(C)c1
    103.5, 0.0, 98.0, 0.9, 2.3, -1.3, 2.2, 14.4, 2.0, 6.4
- Cc1noc(C)c1C(=O)NC(C)c1ccc2c(c1)OCO2 (centres undefined)
    104.8, -0.4, 102.7, 0.9, 5.0, 4.8, -2.1, 7.7, -2.6, 7.2
- O=C(COc1ccccc1[N+](=O)[O-])N/N=C/c1ccc(O)c([N+](=O)[O-])c1
    107.1, -0.3, 111.5, 1, -28.9, 7.9, -13.9, -2.3, -1.2, 3.6
- O=C1C(=Cc2cccs2)C(=O)c2ccccc21
    101.6, -0.1, 104.7, 1, -3.2, 1.0, -5.2, -4.2, -2.9, 15.6
- COCCNC(=O)C1CC(c2ccccc2[N+](=O)[O-])=NO1 (centres undefined)
    98.8, -0.3, 102.4, 1, 5.4, -0.8, -2.7, 3.0, 12.7, 5.3
- COc1ccccc1-c1nnc(N)s1
    93.4, -0.2, 104.2, 0.9, -16.6, 9.0, -6.5, 12.0, 10.0, 1.8
- CC(=NCCc1ccccc1)C1=C(O)C(c2ccccc2)OC1=O (centres undefined)
    104.7, -0.2, 104.9, 0.9, 2.0, 0.8, -5.1, 9.2, -6.2, -5.2
- COc1ccc(Nc2c(-c3ccc(C)cc3)nc3cnccn23)cc1
    108.9, -0.2, 74.1, 0.9, -6.8, 2.3, 27.4, 9.5, -5.2, 3.0
- COC(=O)c1nn(-c2ccccc2)c(=O)cc1Oc1ccccc1
    101.6, -0.1, 100.1, 0.9, /, 8.7, -0.2, 8.9, 4.2, -8.9
- CCN(CC)c1nc(-c2cccc(OC)c2O)nc2ccccc12
    127.9, -0.2, 99.7, 0.7, 52.0*, 5.0, 0.3, 29.9, -28.9, 7.1
- CCOc1cc2[nH]c(=O)n(CC3CCC(C(=O)NCCCOC)CC3)c(=O)c2cc1OCC (centres undefined)
    93.9, -0.3, 90.6, 1, -6.8, 5.8, 10.3, 3.6, 10.3, -1.4
- CCOC(=O)N1CCN(c2ccc(C(=O)c3cccc(F)c3)cc2)CC1
    86.6, -0.4, 106.5, 0.9, 27.2, -0.9, 0.7, 12.1, 16.1, 1.6
- Cc1cc(NC(=O)CCN2C(=O)/C(=C/c3ccccc3F)SC2=S)no1
    99.4, 0.0, 99.9, 0.9, 4.4, 0.8, 1.8, 11.8, 5.6, -2.2
- Nc1nc(N2CCCCC2)nc(N(c2ccccc2)c2ccccc2)n1
    99.9, -0.3, 94.9, 0.8, -15.0, -0.3, 5.7, 15.9, 5.4, 2.9
- Cc1ccc(Cn2c(=O)c3c(nc4n3CCN4Cc3ccco3)n(C)c2=O)cc1
    86.8, -0.3, 89.7, 1, 21.5, 10.0, 12.3, 3.5, 20.1, 17.0
- CC(C)(C)NCc1cc(Br)ccc1OC1CCCC1
    106.6, 0.1, 103.9, 0.9, 12.6, 0.3, -5.6, 6.1, -2.4, 7.1
- Clc1ccc(SCCOCCN2CCCCC2)cc1
    85.2, -0.1, 93.2, 0.9, 3.6, 18.2, 7.5, 7.8, 23.9, -11.7
- CC(Sc1cccc2cccc(C(=O)O)c12)C(=O)O (centres undefined)
    99.0, -0.1, 101.8, 1.1, -3.3, 0.8, -4.3, -5.6, 2.6, 6.3
- CC(C)NS(=O)(=O)c1ccc(OCC(=O)Nc2ccccc2F)cc1
    103.7, 0.8, 104.8, 0.9, -16.7, 9.7, -5.2, 5.9, -1.3, -17.2
- CC(C(=O)Nc1nccs1)c1ccc([N+](=O)[O-])cc1 (centres undefined)
    102.0, 0.0, 97.9, 1, 19.2, -5.1, 0.8, -0.6, 2.3, -6.7
- O=C(NCc1ccc(F)cc1)Nc1ccc(Cl)cc1
    95.4, 0.2, 107.3, 1, 6.4, 15.9, -10.0, -0.7, 9.1, -4.7
